# Screening data (PubChem)
# CHRM4 PAM = potentiates acetylcholine response at human M4 receptor. activation, % at 3 µM. 360,000 tested, 0.4% active. CHO-K1 hM4/Gqi5, Fluo-8 calcium fluorescence, ACh EC20; 0% = ACh EC20, 100% = maximal ACh;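 active means activation above its plate's cutoff, the mean activation of sample wells plus 3 SD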; further: some results filed as inactive read as strong as hits
# Target sequence (P08173 whole entry, looked up): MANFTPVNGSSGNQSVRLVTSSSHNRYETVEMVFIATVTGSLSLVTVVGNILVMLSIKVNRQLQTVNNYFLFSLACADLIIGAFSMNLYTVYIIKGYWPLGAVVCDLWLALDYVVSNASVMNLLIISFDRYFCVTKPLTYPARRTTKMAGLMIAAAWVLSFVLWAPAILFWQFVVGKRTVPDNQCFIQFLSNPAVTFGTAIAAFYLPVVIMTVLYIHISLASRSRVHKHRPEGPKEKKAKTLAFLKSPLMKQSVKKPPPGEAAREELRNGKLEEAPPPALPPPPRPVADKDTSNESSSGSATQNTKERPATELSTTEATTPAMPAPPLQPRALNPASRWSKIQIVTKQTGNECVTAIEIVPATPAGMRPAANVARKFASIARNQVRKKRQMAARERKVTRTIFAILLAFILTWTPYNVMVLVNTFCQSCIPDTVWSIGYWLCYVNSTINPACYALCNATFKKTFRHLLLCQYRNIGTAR
# CHRM4 antagonist = blocks acetylcholine activation of human M4 receptor; inhibition, % at 3 µM; AID 624125; 360,000 tested, 0.73% active; CHO-hM4 cells, ACh EC80, Fluo-8 calcium fluorescence; P08173;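 active means inhibition above its plate's cutoff, the mean inhibition of sample wells plus 3 SD, cut at about 27% in these data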;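 further: 0% = acetylcholine EC80 with DMSO and 100% = DMSO without agonist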
# CRFBP-R2 agonist = agonists of human CRF-binding protein/CRF-R2 receptor complex; activation, % at 13.2 µM; 350,000 tested, 0.46% active; HEK293 CRF-R2/CRF-BP, calcium dye fluorescence (FLIPR); percent of saturating CRF peptide response;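 active means activation of at least 50%, plus an integration ratio under a set limit after plate pattern correction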;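 further: plate controls were neutral control wells without compound for no effect and CRF at EC100 for full effect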
# M1 antag = human CHRM1 antagonism. P11229. CHO-K1 hM1, Fluo-8 calcium fluorescence, ACh EC80 antagonist. inhibition, % at 3 µM. 360,000 tested, 1.3% active;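 active means percent inhibition above its own plate's cutoff, namely the mean of that plate's compound wells plus 3 SD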;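 further: peak over basal fluorescence ratio during 140 s after agonist addition; 0% = ACh EC80 plus DMSO and 100% = DMSO alone without agonist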
# M5 ag = CHRM5 agonism in calcium assay; AID 624037; 360,000 tested, 0.19% active; activation, % at 3 µM; P08912; CHO-K1 hM5 cells, Fluo-8 calcium fluorescence; 0% DMSO wells, 100% maximal acetylcholine response;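 active means activation above the run's mean over test compounds plus 3 SD, cut at about 23% in these data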;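 further: signal is peak over basal fluorescence ratio across the kinetic read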
# Target sequence (P08912 whole entry, looked up): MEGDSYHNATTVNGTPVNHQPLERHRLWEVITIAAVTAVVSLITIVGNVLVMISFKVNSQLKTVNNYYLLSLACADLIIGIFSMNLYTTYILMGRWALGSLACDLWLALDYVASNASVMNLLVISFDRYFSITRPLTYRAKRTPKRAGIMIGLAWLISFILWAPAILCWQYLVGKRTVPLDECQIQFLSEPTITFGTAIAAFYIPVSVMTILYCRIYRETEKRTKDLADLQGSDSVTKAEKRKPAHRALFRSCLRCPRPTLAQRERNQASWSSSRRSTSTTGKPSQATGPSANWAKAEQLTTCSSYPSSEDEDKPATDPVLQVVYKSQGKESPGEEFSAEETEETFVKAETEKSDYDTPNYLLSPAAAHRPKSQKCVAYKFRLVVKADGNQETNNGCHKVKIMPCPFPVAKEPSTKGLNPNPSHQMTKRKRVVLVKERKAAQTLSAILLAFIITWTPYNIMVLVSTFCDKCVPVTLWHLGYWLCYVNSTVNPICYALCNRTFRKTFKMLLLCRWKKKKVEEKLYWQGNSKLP
# M4 ag = agonists of human muscarinic M4 receptor (CHRM4). P08173. CHO-K1 hM4/Gqi5, Fluo-8 calcium fluorescence; vehicle 0%, full acetylcholine response 100%. activation, % at 3 µM. 360,000 tested, 0.14% active. AID 624127;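 active means activation above the run mean over all test wells plus 3 SD, cut at about 32% in these data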;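 further: peak over basal fluorescence ratio per well then scaled between controls; 0% = DMSO wells and 100% = acetylcholine at EC100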
# CHRM5 antagonist = antagonists of human muscarinic M5 receptor (CHRM5) | CHO-hM5 cells, Fluo-8 calcium fluorescence, ACh EC80 | 360,000 tested, 0.59% active | P08912 | inhibition, % at 3 µM;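 active means inhibition above a per-plate cutoff, the mean of that plate's test compounds plus 3 SD, cut at about 27% in these data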;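 further: 0% = acetylcholine EC80 with DMSO and 100% = DMSO without agonist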
# M5 PAM = positive allosteric modulators of human muscarinic M5 receptor | 360,000 tested, 0.3% active | CHO-K1 hM5, Fluo-8 calcium, ACh EC20 PAM; 0% = ACh EC20, 100% = ACh EC100 | activation, % at 3 µM;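 active means activation above the run cutoff, the mean activation of all test compounds plus 3 SD, cut at about 18% in these data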
#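 Probe or stimulus: acetylcholine, EC20 level; Assay system: human M5 receptor in CHO-K1 cells; Schedule: compound preincubation 140 s before EC20 acetylcholine addition; Technique: intracellular calcium via Fluo-8 fluorescence; Dosing: single-point, 3 µM nominal; Read-out basis: percent activation from peak-over-basal fluorescence ratio, scaled EC20-to-EC100 acetylcholine; Repeats: one well per compound, no replicates.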
# CHRM1 PAM = potentiates human M1 receptor response to acetylcholine. P11229. CHO-K1 hM1, Fluo-8 calcium fluorescence, ACh EC20; 0% = ACh EC20, 100% = maximal ACh. activation, % at 3 µM. 360,000 tested, 0.088% active; in the data active means activation above about 19%, passing the limit was not always enough
# * hit, by the source's call; nt = no result given.
canonical_smiles,CHRM4 PAM,CHRM4 antagonist,CRFBP-R2 agonist,M1 antag,M5 ag,M4 ag,CHRM5 antagonist,M5 PAM,CHRM1 PAM
CC(C)[C@H](NC(=O)c1ccccc1)C(=O)OCC(=O)c1ccc(S(=O)(=O)N2CCCCC2)cc1,-8,3,-0.4,19,1,10,8,-3,-6
C=CCC[C@@H](Cc1ccc(F)cc1)C(=O)OC[C@H](Cc1c[nH]c2ccccc12)NC(=O)[C@@H](CC=C)CC(=O)N[C@H](CO)Cc1ccccc1,6,0,-1.6,4,1,1,14,2,4
CC(/C=N/n1c(-c2cc(C)[nH]n2)n[nH]c1=S)=C\c1ccccc1,-8,13,0.7,11,1,1,3,-9,-6
CC(C)(C)c1ccccc1OCCCCN1CCCC1,-3,4,-1.1,4,-5,7,8,-10,0
COc1ccc(C(=O)N(c2ccc(OC)cc2)S(=O)(=O)c2cccs2)cc1,-6,14,2.3,5,1,0,-2,3,-6
CC(=O)O/N=C/c1c(NCc2ccccc2)nc2c(C)cccn2c1=O,4,1,-0.1,-10,1,1,0,7,5
O=C(COc1ccc(Cl)cc1)NC1CCSC1=O (centres undefined),6,2,-0.7,-24,2,2,2,4,19
O=S1(=O)C[C@@H](N2CC[C@@H](O)C2)[C@H](COCc2ccccc2)N1,5,-6,nt,-15,-2,2,5,2,3
COc1cc(NC(=O)C/C(C)=N/NC(=O)c2cccc(O)c2)c(OC)cc1Cl,-1,8,0.4,12,-1,1,9,-9,-9
Cc1ccc(C(=O)N/C(=C\c2ccco2)C(=O)NCCN2CCOCC2)cc1,0,5,1.2,-15,-1,0,6,-2,11

# Arranged by value in CRFBP-R2 agonist (low to high): three from the list above.
canonical_smiles,CHRM4 PAM,CHRM4 antagonist,CRFBP-R2 agonist,M1 antag,M5 ag,M4 ag,CHRM5 antagonist,M5 PAM,CHRM1 PAM
C=CCC[C@@H](Cc1ccc(F)cc1)C(=O)OC[C@H](Cc1c[nH]c2ccccc12)NC(=O)[C@@H](CC=C)CC(=O)N[C@H](CO)Cc1ccccc1,6,0,-1.6,4,1,1,14,2,4
O=C(COc1ccc(Cl)cc1)NC1CCSC1=O (centres undefined),6,2,-0.7,-24,2,2,2,4,19
CC(C)[C@H](NC(=O)c1ccccc1)C(=O)OCC(=O)c1ccc(S(=O)(=O)N2CCCCC2)cc1,-8,3,-0.4,19,1,10,8,-3,-6

# Continued:
canonical_smiles,CHRM4 PAM,CHRM4 antagonist,CRFBP-R2 agonist,M1 antag,M5 ag,M4 ag,CHRM5 antagonist,M5 PAM,CHRM1 PAM
CC1Cc2ccccc2N1C(=O)COC(=O)c1ccc(Br)o1 (centres undefined),2,-13,0.4,0,-3,4,8,2,1
CC1CCCCC1NC(=O)c1cncc(Br)c1 (centres undefined),7,-6,-1.3,2,-6,0,-5,8,-1
Cc1ccc(S(=O)(=O)N2CC3CCCC2C3)cc1 (centres undefined),-4,-1,-1.4,-8,-7,0,6,3,12
N#CC1=C(N)OC2=C(C(=O)CC(c3ccccc3)C2)C1c1ccc2c(c1)OCO2 (centres undefined),-15,38*,-2.3,62*,-8,0,16,-18,-26
C/C(=N\NC(=O)c1c[nH]c2ccccc12)c1ccco1,5,-3,-1.9,-5,0,1,4,-5,2
COc1ccc(N2C(=O)CCC(C(C)=O)=C2C)cc1,26,-6,1.1,-9,-4,0,-4,9,7
O=C1C(Cl)=C(Nc2ccc(F)cc2)C(=O)N1CCc1ccccc1,-6,4,-2.7,5,-5,3,12,-12,-9
CCOc1ccccc1NC(=O)C(C)CC (centres undefined),2,-12,-0.9,-2,-3,0,5,-8,3
O=C(COc1ccccc1)NNC1=NS(=O)(=O)c2ccccc21,-3,-2,-0.1,-2,0,0,-14,0,-7
COc1ccc(C(=O)COC(=O)c2cncc(Br)c2)cc1,9,-5,0.3,-13,-1,4,5,0,14
CCN(Cc1ccc(OC)c(F)c1)C(=O)c1oc2ccccc2c1COC,-5,2,-0.2,-13,-3,5,14,-4,13
COc1ccc(CCNC(=O)C2CCN(S(=O)(=O)c3ccc(OC)cc3)CC2)cc1,-4,5,-1.0,2,1,1,11,-6,-3
CC(C)C[C@H]1CN=C(Nc2ccccc2)N1CC1CCCCCC1,4,3,5.7,10,7,14,9,5,-1
CCOC(=O)C1=C(C)NC(C)=C(C(=O)OCC)C1C(=O)OCC(=O)NCc1ccccc1,-4,6,3.9,-9,-3,12,6,-13,-3
Cc1ccccc1CNC(=O)C(=O)NCC1CCCN1S(=O)(=O)c1ccccc1 (centres undefined),-5,3,1.2,-7,-1,2,4,-2,6
CCC(C)NC(=O)CC(c1ccc(OC)cc1)n1cccc1 (centres undefined),9,-2,0.6,-15,-1,0,-3,4,9
CCOc1ccccc1C(=O)N1c2ccccc2Sc2ccccc21,-5,10,1.4,-1,-9,-1,7,-5,-6
Cc1ccc(/C=C(\C#N)C(=O)NCc2ccco2)o1,1,-1,1.2,-16,0,1,3,6,9
O=C(CCCc1ccccc1)Nc1ccnn1C1CCN(Cc2ccc(Cl)cc2)CC1,-1,-3,0.6,1,2,11,-2,7,2
CC1CCN(Cc2nnnn2CCCC(=O)NCCc2cnn(C)c2)CC1,5,-2,1.3,-7,-3,1,4,0,9
COc1ccc(N=c2cc(-c3ccc(O)cc3)oc3ccccc23)cc1,3,-7,-0.8,-4,-1,5,17,-7,5
CCOc1ccc(/C=C/C(O)=C2/C(=O)N(C)C3(C)CC2c2ccccc2O3)cc1OC (centres undefined),0,-9,3.1,1,-1,2,1,7,-2
CC(C)CN1C(=O)C(=O)N(CC(=O)N2CCN(c3ccccc3)CC2)C1=O,5,-1,0.7,-8,2,1,11,0,8
O=C(Cc1cccc(NC(=O)C2CCCN(C(=O)C3CCCC3)C2)c1)Nc1ccc(C(=O)N2CCCCC2)cc1 (centres undefined),0,1,-0.9,-7,1,1,6,-5,1
CCCCNC(=O)c1ccccc1NC(=O)C1=C(C)OCCS1,3,-4,-1.2,-13,-3,1,6,-4,10
Cc1ccc(S(=O)(=O)CC(=O)Nc2ccc3nc(C)sc3c2)cc1,-3,1,-3.5,-5,-2,5,-1,0,1
CC(C)CC(CO)NS(=O)(=O)c1cccc(Cl)c1F (centres undefined),5,-9,-0.4,-11,0,1,-12,4,6
Nc1nc(SCC(=O)N2CCCC2)[nH]c(=O)c1NC(=O)c1ccco1,-9,1,31,8,0,8,1,-16,-10
CC1=NN2C(=N)/C(=C\c3cc(C)n(Cc4ccccc4)c3C)C(=O)N=C2S1,-1,2,-1.3,-7,-1,1,5,1,9
CCN(CC)S(=O)(=O)c1ccc(C)c(NC(=O)COC(=O)CN2C(=O)NC(C)(C)C2=O)c1,-3,1,0.9,-6,2,1,5,1,6
CCOc1ccc(S(=O)(=O)N2CCC(C(=O)NCC(=O)Nc3cccc(Cl)c3C)CC2)cc1,9,1,-2.1,-22,-5,0,14,1,14
COC(=O)c1ccc(C)c(NC(=O)c2nn(C)c(=O)c3ccccc23)c1,11,0,1.8,-9,5,2,-8,9,5
Cc1cccc(OCCCC(=O)Nc2ccc(S(N)(=O)=O)cc2)c1,-1,-1,-0.1,-5,3,2,3,5,11
Nc1nc(N)c(N=Nc2ccc(Cl)cc2)c(=O)[nH]1,6,1,0.7,-1,-3,0,-3,-1,1
CN(C)Cc1nc2ccccc2c(=O)n1CC(=O)Nc1cccc(S(=O)(=O)N2CCOCC2)c1,-4,0,-3.9,-8,1,1,-16,9,15
CC(=O)c1cccc(NC(=O)C(C)OC(=O)c2ccc3ncsc3c2)c1 (centres undefined),9,-8,-0.9,4,3,3,3,-5,4
CCOC(=O)COc1cc2c(C(=O)OCC)c(C)oc2cc1Br,5,-9,2.6,-4,1,0,-2,0,8
Cc1ccc(-c2csc(NNC(=O)c3ccccc3)n2)cc1,3,-9,-2.4,5,-1,3,-12,-2,7
COc1cc(C(=O)NCC2CCCO2)ccc1OCc1ccccc1Cl (centres undefined),-1,-5,-4.8,-12,0,5,8,-3,17
O=C(COC(=O)c1ccc(Br)o1)Nc1cccc(S(=O)(=O)N2CCCCC2)c1,-10,2,-1.9,-5,4,14,18,-14,-4
COc1ccc(C(N)CCc2ccc(C)o2)cc1 (centres undefined),-3,6,2.8,-9,-2,1,1,2,-5
COc1cc(C2c3sc(=O)[nH]c3SC3C(=O)N(c4ccc(C)cc4)C(=O)C32)ccc1O (centres undefined),-7,1,0.6,-10,2,1,7,-4,7
CC[C@H](C)NC(=O)CCCCCn1c(=S)[nH]c2c([nH]c3ccc(OC)cc32)c1=O,8,-7,-1.3,-1,3,2,-3,1,7
O=C(c1ccc(COc2ccc3ccccc3c2)o1)N1N=C(C(F)F)CC1(O)C(F)F (centres undefined),-22,21,13,56*,-2,6,22,-13,-21
COc1cccc(NC(=O)c2cc(-c3ccco3)nc3ccccc23)c1,-18,8,3.2,2,5,9,4,-2,-2
CCCCOc1ccc(C(=O)Nc2ccc(N3CCN(C(=O)C(C)C)CC3)cc2)cc1,-5,-4,0.1,-5,2,6,2,-4,4
Cc1ccccc1NC(=S)/C(=C(\[O-])c1cc(C)n(Cc2ccccc2Cl)c1C)[n+]1ccccc1,-17,13,0.9,-1,-16,0,7,-1,6
CCCC1=C(C(=O)OCC)C(/C=C/c2ccccc2)n2ncnc2N1 (centres undefined),-3,-6,-0.2,-3,-1,-3,5,-5,2
O=C(Nc1ccc2c(c1)CCC2)c1ccc(F)cc1,2,3,-0.8,-9,-5,-1,-5,0,4
Cc1ccc(SCC(=O)Nc2ncc(C)s2)cc1,2,-4,-1.2,-10,-2,1,-1,0,7

# Remaining list, next part:
canonical_smiles,CHRM4 PAM,CHRM4 antagonist,CRFBP-R2 agonist,M1 antag,M5 ag,M4 ag,CHRM5 antagonist,M5 PAM,CHRM1 PAM
Oc1ccccc1C1=Nc2ccccc2N=C(c2cccs2)C1,-4,-14,7.5,1,-5,2,-9,2,-5
COc1ccc(C(=O)/C(C#N)=N/Nc2ccccc2[N+](=O)[O-])cc1,4,-2,23,-4,3,4,4,-5,3
Cn1ccc2c(N3c4ccccc4CCc4ccccc43)cc3c(c21)C1CCC3O1 (centres undefined),5,-5,nt,-7,2,0,10,-9,0
CCOc1nc(C)ccc1-c1noc(-c2cccnc2)n1,1,-4,-0.2,-26,-3,0,5,0,19
Cc1ccc2cc(CCNC(=O)c3ccc(S(=O)(=O)N4CCOCC4)cc3)c(=O)[nH]c2c1C,-1,-3,-0.5,-2,-1,2,-3,-1,0
Cc1ccc(N(C)S(=O)(=O)c2cccc(C(=O)Nc3ccc(N4CCOCC4)cc3)c2)cc1,-6,-8,-0.3,8,5,16,3,-5,-8
Clc1ncn(C23CC4CC(CC(C4)C2)C3)n1,5,-4,-1.1,-15,-8,0,-2,-2,6
CC(C)c1c(C(=O)N/N=C/c2ccoc2)nnn1-c1nonc1N,-3,-26,0.7,-8,3,2,-12,3,6
Cc1nc(SCc2nc3ccc(F)cc3[nH]2)c2oc3ccccc3c2n1,-1,-2,-0.5,12,-1,3,5,-6,-14
COc1ccc(-c2nn(-c3ccccc3)cc2/C=C(/C#N)C(N)=O)cc1[N+](=O)[O-],1,-7,-3.2,-6,-2,1,-4,2,9
COc1ccc(C2(CNC(=O)C(=O)Nc3ccc(C)cc3)CCOCC2)cc1,7,-2,1.2,-3,3,0,3,3,11
COc1ccc(CCNC(=O)c2c(O)c3ccccc3[nH]c2=O)cc1,-6,7,0.8,-10,1,0,-3,5,2
COc1ccc(C(=O)Nc2ccc(NC(=O)c3ccco3)cc2)cc1,-1,-11,-1.3,-10,-2,1,3,-1,12
